Screening data from PubChem BioAssay.
14-3-3 PPI: modulators of 14-3-3 gamma protein binding, primary screen, biochemical, fluorescence polarization; FP, 14-3-3gamma / TMR-pS259-Raf peptide binding; inhibition, % at 40 µM; 160,000 tested, 0.19% active; AID 422, 2006; in the data active means inhibition above about 30%;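 further: 0% = protein plus tracer without compound and 100% = blank with tracer alone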
Target sequence (P61981 whole entry, looked up): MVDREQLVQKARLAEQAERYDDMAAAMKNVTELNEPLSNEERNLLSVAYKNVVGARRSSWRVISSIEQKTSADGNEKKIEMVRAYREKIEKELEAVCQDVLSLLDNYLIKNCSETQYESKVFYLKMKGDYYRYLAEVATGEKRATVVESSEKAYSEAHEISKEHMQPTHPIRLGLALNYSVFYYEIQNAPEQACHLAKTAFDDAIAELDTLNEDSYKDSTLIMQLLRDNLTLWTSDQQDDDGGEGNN
An asterisk follows results filed as active; & = joins results of further samples. These rows are one share of the data, so the mix of outcomes need not match the whole.

SMILES	14-3-3 PPI
COc1ccc(-c2noc(CCC(=O)NCc3ccc(C)cc3)n2)cc1	-4.8
CC1=C(C(=O)N2CCOCC2)C(c2ccc([N+](=O)[O-])cc2)C2=C(CCCC2=O)N1 (configuration not stated)	0.7
CCOc1ccc(-c2csc(-c3cc4cc(Cl)ccc4oc3=O)n2)cc1	-36.9
O=C1C(=O)N(c2ccc(O)cc2)C(c2ccccc2)/C1=C(\O)c1ccccc1 (configuration not stated)	-2.6
COc1ccc(-c2nc3oc4cc(OC)ccc4c(=O)c3c(=O)n2Cc2ccco2)cc1	7.6
CCCc1nnc(NC(=O)c2cccc(OC)c2)s1	-7.9
Cc1ccc(N2CCOCC2)cc1	0.1
Cc1ccc(C(=O)NCc2n[nH]c(=S)n2-c2cccc(Cl)c2)cc1C	-4.4
COc1cc(C(=O)NCc2nnc(SCC(=O)N3CCc4ccccc43)o2)cc(OC)c1OC	0.1
CC1CCc2c(sc(NC(=O)CCCS(=O)(=O)c3nc(-c4cccs4)cc(C(F)(F)F)n3)c2C(N)=O)C1 (configuration not stated)	-2.3
CCN(CC)CC(=O)N1CCCc2c1c(=O)oc1ccc(OCc3ccccc3)cc21	-0.4
O=C(Cc1ccccc1)Nc1ccccc1N1CCN(c2ccccc2)CC1	-2.3
Cc1cc(OCC(=O)Nc2nc3ccccc3s2)cc(C)c1Cl	-6.2
COc1ccc(NC(=O)c2sc3[nH]c(=O)c(C(=O)O)cc3c2N)cc1	-16.1
O=C(O)c1cc2c(s1)CCCC2	-2.2
COc1ccc(C2=NN(S(C)(=O)=O)C(c3ccc(C)cc3)C2)cc1OC (configuration not stated)	-356.7
CN(C)c1ccc(C=NS(=O)(=O)c2cccs2)cc1	-4.8
CN(C)CCNc1oc(COc2cccc(Cl)c2)nc1C#N	-4.9
COc1cc(C2C(C#N)=C(N)Oc3n[nH]c(C)c32)cc2c1OCO2 (configuration not stated)	-2.0
N#Cc1ccc(COC(=O)CSc2nnc(C3CCCCC3)n2N)cc1	-8.3
COc1cccc(NC(=O)CSc2nc3c(sc(=S)n3-c3ccc(Cl)c(C)c3)c(=O)[nH]2)c1	-32.2
CCOC(=O)CSc1nc2ccccc2n1CC(=O)NC(C)(C)C	5.8
COc1ccc(NC(=O)NC(C)c2cccc3ccccc23)cc1OC (configuration not stated)	-10.4
CSc1nsc(SC)c1NC(=O)Nc1ccccn1	0.2
N#CCc1ccc(NS(=O)(=O)c2cccs2)cc1	-6.2
CCOC(=O)c1ccc2nsnc2c1	2.2
Cc1cn(C2CC3OCC3O2)c(=O)[nH]c1=O (configuration not stated)	-3.6
Cc1ccc(NC(=O)Cn2c(Cc3ccccc3)nc3sc4c(c3c2=O)CCCC4)c(Br)c1	-3.3
CC(C)CCNC(=O)Cn1cc2c(n1)CCCCC2	-7.6
Cc1ccc(Cc2c(C)nc3c(C(=O)N4CCCC4)cnn3c2C)cc1	-0.8

Given with each value named: part of the list above
Cc1ccc(Cc2c(C)nc3c(C(=O)N4CCCC4)cnn3c2C)cc1
  14-3-3 PPI: -0.8
N#CCc1ccc(NS(=O)(=O)c2cccs2)cc1
  14-3-3 PPI: -6.2
CC(C)CCNC(=O)Cn1cc2c(n1)CCCCC2
  14-3-3 PPI: -7.6

The main list resumes; the six compounds before the break are reprinted first.
SMILES	14-3-3 PPI
N#CCc1ccc(NS(=O)(=O)c2cccs2)cc1	-6.2
CCOC(=O)c1ccc2nsnc2c1	2.2
Cc1cn(C2CC3OCC3O2)c(=O)[nH]c1=O (configuration not stated)	-3.6
Cc1ccc(NC(=O)Cn2c(Cc3ccccc3)nc3sc4c(c3c2=O)CCCC4)c(Br)c1	-3.3
CC(C)CCNC(=O)Cn1cc2c(n1)CCCCC2	-7.6
Cc1ccc(Cc2c(C)nc3c(C(=O)N4CCCC4)cnn3c2C)cc1	-0.8
Nc1cc(C(=O)N2CCN(c3ccccc3Cl)CC2)ccc1N1CC2CC(C1)c1cccc(=O)n1C2 (configuration not stated)	-1.1
CC(C)CSc1oc(-c2cccs2)nc1S(=O)(=O)c1ccc(Cl)cc1	-134.7
CCc1c(C(=O)N2CCOCC2)csc1C	-6.7
CC(=O)c1c(C)oc2c(Cl)cc(NS(=O)(=O)c3cc(C)ccc3C)cc12	4.1
Cc1cc(C)n2c(SCc3cccc(Oc4ccccc4)c3)nnc2n1	-0.9
CC(C)(C)NC(=O)C(c1ccco1)N(Cc1ccc(F)cc1)C(=O)c1snc(C(N)=O)c1N (configuration not stated)	-2.6
O=C(Nc1ccc(NC(=O)c2ccccc2)c(Br)c1)c1ccc(Cl)c([N+](=O)[O-])c1	-7.5
CC1=CC(=C2C(=O)c3ccccc3C2=O)C=C(C)N1Cc1ccco1	4.2
O=C(Nc1nnc(C(F)(F)F)s1)C1c2ccccc2Oc2ccccc21	-82.9
CCC(=O)Nc1ccc(C(=O)c2ccccc2)cc1	-1.5
Cc1cc(C)c(C#N)c(Nc2ccc(Cl)cc2)n1	2.5
COc1cccc(OC)c1NC(=O)Cc1nn(C)c(=O)c2ccccc12	-6.1
Cc1c(CNCc2cccs2)c(C(=O)O)c(C)n1Cc1ccccc1	-6.8
COc1ccccc1-c1nn2c(-c3ccco3)nnc2s1	-23.6
Cc1ccc(OCC(=O)Nc2cccc(-c3nc4ccccc4o3)c2)cc1	-19.6
c1ccc2[nH]c(CSc3nc4ccccc4o3)nc2c1	-5.2
CC(C)CCNC(=O)C1CCCN(S(=O)(=O)N2CCCCCC2)C1 (configuration not stated)	-7.8
CCOc1ccc(-n2c(SCC(=O)Nc3nc4ccccc4s3)nc3c(c2=O)SCC3)cc1	-62.1
CCn1c(SCC(=O)C(C)(C)C)nnc1-c1cccnc1	1.4
CCN(CCCNC(=O)C1CCC(=O)N1Cc1ccc(F)cc1)c1cccc(C)c1 (configuration not stated)	-8.5
COc1cccc(NC(=O)c2ccc(CN3CCN(c4ccccc4)CC3)cc2)c1	-3.7
COc1ccccc1N1CCN(S(=O)(=O)c2cccc3c2C(=O)c2ccccc2C3=O)CC1	-2.0
CCn1cc(C(=O)O)c(=O)c2cc(OC)ccc21	-1.0
CCOc1ccccc1NC(=O)C1CCCN(S(=O)(=O)c2cccc3nonc23)C1 (configuration not stated)	-42.0
O=C(CSc1nc(NC2CCCCC2)c2ccccc2n1)NCc1ccccc1	-12.1
O=C(NC1CCCCC1)c1cnn2c1NC(c1ccccc1)CC2C(F)(F)F (configuration not stated)	-2.9
Cc1ccc(C(=O)N2N=C(c3ccc(Cl)cc3)CC2(O)C(F)(F)F)o1 (configuration not stated)	-6.2
CC1(c2ccc3c(c2)OCO3)NC(=O)N(CC(=O)NCCC2=CCCCC2)C1=O (configuration not stated)	-3.8
Cc1ccc(N2C(=O)C3C4CCC(C4)C3C2=O)cc1F (configuration not stated)	-5.1
CCCCCn1c(=S)[nH]c2ccc(Br)cc2c1=O	-1.2
O=c1c2sccc2nc(SCc2cccc([N+](=O)[O-])c2)n1C1CCCCC1	-0.8
C=CCSC1=N/C(=C\c2cc(OC)c3c(c2)OCO3)C(=O)S1	-3.9
COC(=O)c1ccccc1Oc1c(F)c(F)nc(N2CCCC2)c1F	8.3
COc1ccc(NS(=O)(=O)c2ccc3c(c2)CCN3C(=O)C2CC2)cc1Cl	-18.1
CC1=Nc2ccccc2N=C(NC(=O)CSc2nnnn2-c2ccccc2)C1c1ccccc1 (configuration not stated)	6.1
CC(C)CSc1oc(-c2cccs2)nc1S(=O)(=O)c1ccc(Br)cc1	-75.6
O=C(NCCCn1ccnc1)c1cn(Cc2ccc(F)cc2)nn1	-0.8
COc1ccc(C)c(Cn2c(-c3nonc3N)nc3ccccc32)c1	1.3
O=C(O)c1cccc(N2C(=O)c3ccc(C45CC6CC(CC(C6)C4)C5)cc3C2=O)c1	-3.2
COc1ccc2nc(NC(=O)CCN3C(=O)C4C5C=CC(CC5)C4C3=O)sc2c1 (configuration not stated)	-0.9
CCCCOc1cccc(C(=O)Nc2ccc(N3CCN(CC)CC3)cc2)c1	-6.3
C=CCn1c(=O)c(C(=O)Nc2nc(C34CC5CC(CC(C5)C3)C4)cs2)c(O)c2ccccc21	-0.9
O=C(NC1CCCC1)c1cc(Sc2ccccc2Cl)nc2ccccc12	-3.7
COc1ccc(Cn2c3nc4ccccc4nc3c3c(=O)n(Cc4ccco4)c(C)nc32)cc1	-15.2
CC1CN(C(=O)c2cc3cc(Cl)cc(Cl)c3oc2=O)CC(C)O1 (configuration not stated)	0.6
O=C(Cc1ccccc1)Nc1ccc(O)c(-c2nc3ccccc3s2)c1	-60.5
CC(=O)Nc1ccc(-n2c(SCC(=O)c3ccc(F)cc3)nc3sc4c(c3c2=O)CCCC4)cc1	-6.1
Cc1ccc(C2C(=O)N(C3CCCCCC3)CC(=O)N2Cc2ccc(F)cc2)cc1 (configuration not stated)	8.2
CCc1cccc(NC(=O)C2CCN(S(=O)(=O)c3cccs3)CC2)c1	-7.8
COc1cc2c(cc1OC)C(C)N(S(=O)(=O)c1ccc(C)cc1)CC2 (configuration not stated)	3.2
O=c1c2sc3ccc([N+](=O)[O-])cc3c2[nH]c(=S)n1CCN1CCOCC1	-9.6
O=C(Nc1ccc2oc(-c3ccncc3)nc2c1)c1ccc(F)cc1	-13.5
COC(=O)c1ccc(CSc2nc3c(cnn3-c3ccc(Cl)cc3)c(=O)[nH]2)o1	-4.0&14.7
COC(=O)NCC(C)OC(=O)Nc1cccc(Cl)c1 (configuration not stated)	-7.3
CC1=C(C(=O)Nc2cccc(C(F)(F)F)c2)C(c2ccc3c(c2)OCO3)C2=C(CC(c3ccccc3)CC2=O)N1 (configuration not stated)	-20.8
Cc1cc(C)c2oc(-c3ccc(C)c(NC(=O)c4ccccc4F)c3)nc2c1	-7.0
CN(C)c1ccc(N2C(=O)c3ccccc3NC2c2ccc3c(c2)OCO3)cc1 (configuration not stated)	4.7
COc1cc2c(C(=O)O)c(C)oc2cc1Br	-2.5
Cc1ccc(S(=O)(=O)N2CCOCC2)cc1C(=O)N1C(=O)c2cccc(N)c2C1=O	-0.4
COC(=O)c1ccc(Cn2cc(Cl)cn2)o1	-9.4
(list continues)
SMILES	14-3-3 PPI
CC(C)(C)c1ccc(-c2nnc3sc(-c4ccccn4)nn23)cc1	-12.1
CCOC(=O)c1ccc(NC(=O)c2c(NCc3ccc(C)o3)sc3c2CCCC3)cc1	-130.8
O=C(O)CCc1nn2c3ccccc3n(CC(=O)O)c2nc1=O	-6.8
COc1cc(C(=O)Oc2ccc3c(=O)c(Oc4ccc(C(C)(C)C)cc4)coc3c2)cc(OC)c1OC	-20.9
CCOC(=O)c1c(N=CC2C(=O)c3ccccc3C2=O)sc(C)c1C	-1.9
COc1ccc(N2C(=O)CCC2=O)cc1	5.2
Cc1cc(C)nc(SCC(=O)Nc2sc3c(c2C(N)=O)CCCC3)n1	-10.9
CCOC(=O)c1ccc(NC(=O)c2ccc(-c3ccc([N+](=O)[O-])cc3)o2)cc1	-6.9
CCOC(=O)c1c(C)oc2ccc(NS(=O)(=O)c3cc([N+](=O)[O-])ccc3C)cc12	4.2
O=C(CSc1nc2ccccc2c(=O)[nH]1)N1CCCCC1	-6.7&-8.4
CN1C(=O)CC(C(=O)Nc2cccc(Cl)c2)SC1=Nc1cccc(F)c1 (configuration not stated)	-1.5
CCCS(=O)(=O)c1c(S(=O)(=O)CCC)c2cc(C(C)(C)C)ccn2c1C(=O)c1ccccc1	9.2
CCn1cnc2sc(C(=O)Nc3cc(OC)ccc3OC)c(C)c2c1=O	0.3
CCc1nnc(NC(=O)Nc2cccc(C)c2)s1	-3.0
CCCCCCCC(=O)OCC(=O)[C@@]1(O)CC[C@H]2[C@@H]3CCC4=CC(=O)CC[C@]4(C)[C@H]3[C@@H](O)C[C@@]21C	-1.1
Cc1cc(C(=O)OCC(=O)N2C(C)CCCC2C)c(C)o1 (configuration not stated)	-0.5
COc1ccc(NC(=O)Cn2c(=O)n(-c3ccc(C)c(F)c3)c(=O)c3sccc32)cc1Cl	-11.6
COc1ccc2[nH]c(=O)c(CN(C(=O)C3CCCO3)c3cccc(C)c3)cc2c1 (configuration not stated)	2.8
COc1ccc(Cl)cc1S(=O)(=O)N1CCN(CC(=O)Nc2ccc(-c3nc4ccc(C)cc4s3)cc2)CC1	-26.2
COc1ccc(Cn2c(SCC(=O)N3CCCC3)nc3c(sc4ccccc43)c2=O)cc1	2.4
COC(=O)C1=CN(C)C=C(C(=O)OC)C1c1ccccc1OC	8.0
CCCCOc1ccc(/C(O)=C2/C(=O)C(=O)N(CCCOC)C2c2ccncc2)cc1 (configuration not stated)	-8.3
CCOC(=O)c1ccc(N2C(=O)c3n[nH]c(C)c3C2c2ccc(OC)cc2)cc1 (configuration not stated)	-2.5
O=S(=O)(c1ccc(-c2csc(N3N=C(c4ccccc4)CC3c3ccccc3)n2)cc1)N1CCOCC1 (configuration not stated)	-26.1
Cc1ccc2ccc(S(=O)(=O)N3CCCCC3)cc2c1	0.9
O=[N+]([O-])c1cc(C=Nc2ccc3oc(-c4cccc(F)c4)nc3c2)ccc1Br	-16.4
Cc1cc2c(cc1C)C(c1ccccc1F)CC(=O)N2 (configuration not stated)	-3.1
CC(=O)Oc1ccc(C(=O)Nc2cc(C)ccn2)cc1	3.1
CN1C(=O)c2ccccc2N(C)C1c1cccs1 (configuration not stated)	-6.4
CC(=O)N1c2c(cc(Br)cc2S(=O)(=O)Nc2cc(Cl)ccc2C)CC1C (configuration not stated)	-4.3
CCN(CC)CC(O)CN1c2ccccc2Sc2ccccc21 (configuration not stated)	-7.4
COc1cccc(-n2nc(C(=O)NCC3CCCO3)c3ccccc3c2=O)c1 (configuration not stated)	4.4
